From PubChem
IL1B secr inh = inhibitors of inflammasome signaling (IL-1 beta secretion). THP-1 LPS/ATP IL-1B secretion, AlphaLISA, 16 h; hits give low values. activity change, % at 57.5 µM. 360,000 tested, 4.7% active; in the data active = activity change below about -50%; inconclusive = mostly about -30% to -49%; note: % is set by controls: 0 for no effect and ±100 for the full control effect
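THP-1 cells pretreated 1 hr with compounds (up to 57.5 uM final), then stimulated with LPS (250 ng/mL final) plus ATP (1.25 mM final); secreted IL-1B measured by AlphaLISA after 16 hr, decreased signal indicating inhibition.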
DRD3 agonist = agonists of human D3 dopamine receptor. P35462. D3R DiscoveRx beta-arrestin cells, luminescence, 90 min. max activation, %. 410,000 tested, 0.58% active. AID 652048; in the data active = max activation above about 30%; note: 0% is about no effect; mostly tested at two doses, the higher about 12 µM
Target sequence (P35462 whole entry, looked up): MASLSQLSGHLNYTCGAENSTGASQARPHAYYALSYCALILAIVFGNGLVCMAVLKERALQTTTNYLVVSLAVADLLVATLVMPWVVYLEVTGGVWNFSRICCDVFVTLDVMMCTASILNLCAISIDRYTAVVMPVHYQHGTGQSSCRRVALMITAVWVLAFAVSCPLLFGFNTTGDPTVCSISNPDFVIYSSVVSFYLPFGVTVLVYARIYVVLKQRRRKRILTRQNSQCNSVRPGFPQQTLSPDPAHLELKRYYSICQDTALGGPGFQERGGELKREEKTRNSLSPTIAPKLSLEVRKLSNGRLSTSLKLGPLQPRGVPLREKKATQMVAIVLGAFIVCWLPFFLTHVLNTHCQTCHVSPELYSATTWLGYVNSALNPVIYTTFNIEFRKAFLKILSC
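Cells at 1500/well, incubated overnight, then treated with pinned compounds (dopamine as control) for 90 min at 37 degrees C. DiscoveRx reagent added for 30 - 60 minutes at room temperature; luminescence read.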
D3 antag = antagonists of human D3 dopamine receptor | D3R cells, DiscoveRx beta-arrestin luminescence, antagonist mode; hits give low values | max response, negative = inhibition, % | 360,000 tested, 2.5% active; in the data active = max response below about -50%; inconclusive = no clear call, values can overlap the other calls; note: % is set by controls: 0 for no effect and ±100 for the full control effect; mostly tested at two doses, the higher about 12 µM
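Cells expressing the human receptor were seeded at 1500 cells/well, incubated overnight at 37 degrees C in 5% CO2, then exposed to library compounds with dopamine controls for 90 minutes at 37 degrees C before luminescent detection.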
HT1080-NT tox = kills 2HG-producing HT-1080-NT fibrosarcoma cells. HT-1080-NT fibrosarcoma viability, CellTiter-Glo ATP luminescence, 48 h. Potency, µM (series often up to 46.1 µM), inactives show at the highest dose activity, negative = less viability, most hits filed as cytotoxic. 360,000 tested, 1.6% active;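 note: NT is the 2HG producing partner of a matched IDH1 knockdown line; potency is the fitted concentration of half-maximal effect; 0% = DMSO-treated cells and -100% = media-only wells without cells; nearly all actives have a fitted effect of over 55% in size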
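Compounds were tested in concentration-response format on HT-1080-NT cells for 48 hours at 37 degrees C. Cell viability came from CellTiter-Glo luminescence; curves were classified by r2, response magnitude and activity.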
GLP-1R agonist = agonists of human GLP-1 receptor. 380,000 tested, 0.007% active. Potency, µM (top dose mostly 45.6 µM), for inactives: at the highest dose activation, hits mostly activators. AID 624172. HEK293 GLP-1R CRE-luciferase, luminescence, 4-6 h; cells express a hypersensitive GLP-1R form. P43220; note: potency is the fitted concentration of half-maximal effect; % of control where 0% means no effect
Target sequence (P43220 whole entry, looked up): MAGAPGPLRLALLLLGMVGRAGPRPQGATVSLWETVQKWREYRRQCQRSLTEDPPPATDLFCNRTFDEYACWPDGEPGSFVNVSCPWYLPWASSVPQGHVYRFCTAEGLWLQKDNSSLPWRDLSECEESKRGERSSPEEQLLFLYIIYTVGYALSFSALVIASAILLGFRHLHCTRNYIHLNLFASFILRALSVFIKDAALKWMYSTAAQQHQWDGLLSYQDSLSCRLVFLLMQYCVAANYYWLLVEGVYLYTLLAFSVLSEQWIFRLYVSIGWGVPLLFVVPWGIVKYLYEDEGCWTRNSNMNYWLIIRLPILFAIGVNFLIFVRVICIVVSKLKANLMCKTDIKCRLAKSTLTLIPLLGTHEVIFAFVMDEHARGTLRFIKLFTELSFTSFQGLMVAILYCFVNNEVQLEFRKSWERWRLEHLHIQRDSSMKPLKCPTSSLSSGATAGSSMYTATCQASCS
SW480 rerep = inducers of DNA re-replication in SW480 colon cancer cells | SW480 DNA re-replication, Hoechst DNA content imaging, 48 h | Potency, µM (top dose mostly 46.1 µM), inactives show at the top dose re-replication activation, most hits filed as activators | 340,000 tested, 1.8% active; note: potency is the fitted concentration of half-maximal effect; % of control where 0% means no effect; nearly all actives have a fitted effect of over 55% in size
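Quantitative HTS format with DMSO vehicle controls; 48 hr drug incubation at 37 C, then 40 min Hoechst staining and scanning imager measurement at 405 nm excitation.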
HT1080 IDH1KD tx = kills HT-1080 cells with IDH1 knockdown. Potency, µM (top dose mostly 46.1 µM), for inactives: top-dose activity, negative = toxicity, most hits filed as cytotoxic. 360,000 tested, 2% active. HT-1080 IDH1 knockdown viability, ATP luminescence, 48 h;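 note: potency is the fitted concentration of half-maximal effect; 0% = DMSO wells and -100% = cell-free medium wells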
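Cytotoxicity counter-line: IDH1KD HT-1080, 48 h, CellTiter-Glo. Curves classed by r2, magnitude and activity.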
KB-3-1 cytotox = kills parental KB-3-1 adenocarcinoma cells; KB-3-1 viability, CellTiter-Glo ATP luminescence, 72 h; Potency, µM (series often up to 46.1 µM), without a hit: at the highest dose activity change, negative = cytotoxic, usual class: cytotoxic; 400,000 tested, 1.4% active; AID 1347075; note: potency is the fitted concentration of half-maximal effect; % is set by controls: 0 for no effect and ±100 for the full control effect; nearly all actives have a fitted effect of over 60% in size
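Cytotoxicity in the drug-sensitive parental line KB-3-1 was scored as loss of CellTiter-Glo luminescence following 72 h incubation with compound. Values come from curve fitting of normalized concentration-response data.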
KB-V1 cytotox = kills drug-selected multidrug resistant KB-V1 cells. KB-V1 MDR cells viability, CellTiter-Glo, 72 h. Potency, µM (titrated, usually from 46.1 µM), inactives show at the top dose activity change, negative = cytotoxicity, usual class: cytotoxic. 400,000 tested, 3.4% active; note: potency is the fitted concentration of half-maximal effect; % is set by controls: 0 for no effect and ±100 for the full control effect; nearly all actives have a fitted effect of over 60% in size
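qHTS viability screen in drug-selected KB-V1 MDR cells: 72 h compound treatment at 37 degrees C, ATP luminescence end point.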
Numbers without * were called inactive; ? = inconclusive; nt = no result given; [ ] = dose if it differs, or a comment. Unless noted, calls come from the whole dose curve; as a rule, active = well fitted curve in the direction sought with a large enough effect; inconclusive = small, poorly fitted or top-dose-only effect, or another doubt; inactive = no such curve, though single readings can be large; an effect the other way counts as inactive or inconclusive.

SMILES | IL1B secr inh | DRD3 agonist | D3 antag | HT1080-NT tox | GLP-1R agonist | SW480 rerep | HT1080 IDH1KD tx | KB-3-1 cytotox | KB-V1 cytotox
COc1ccc(S(=O)(=O)N2CCCC(C(=O)NCCc3ccccc3)C2)cc1 (stereo not drawn) | -26 | 11 | 2 | -20% | 7% | -19% | -19% | -1% | -23%
O=C(N/N=C/C=C/c1ccccc1[N+](=O)[O-])c1cc(-c2cccnc2)nc2ccccc12 | -14 | 0 | 35 | 7% | -1% | ? | 11% | 1% | -10%
CCCC(=O)NCCCc1nc2ccccc2n1C | 5 | -7 | -17 | 9% | -2% | -11% | 12% | 5% | 0%
CCOC(=O)N1CCC(N(CCN(C)C)C(=S)Nc2cccc(C)c2)CC1 | 12 | 2 | 2 | 12% | -3% | -1% | 9% | 10% | 0%
COc1cc(NC(=O)C2CC(c3ccccc3Cl)=NO2)cc(OC)c1OC (stereo not drawn) | -11 | 5 | 21 | ? | 5% | -20% | -3% | -20% | ?
O=C1COc2ccc(C(=O)CSc3ccccc3C(=O)O)cc2N1 | -11 | 9 | -1 | -2% | -1% | -7% | 4% | -1% | -4%
CC1CC1C(=O)OCC(=O)NC(=O)NC12CC3CC(CC(C3)C1)C2 (stereo not drawn) | 0 | 2 | -13 | 1% | 15% | -7% | -21% | 3% | 1%
O=C(COC(=O)c1ccc[nH]c1=O)NC1CCCC1 | -16 | -4 | 0 | 4% | -13% | 0% | 6% | 14% | -11%
O=C(NCCc1ccccc1)c1c(O)c2ccccc2[nH]c1=O | 10 | 6 | 3 | 1% | -7% | 4% | 1% | 16% | 2%
COc1ccc(NS(=O)(=O)c2ccc(C)c(C(=O)N(C)Cc3ccc(OC)cc3OC)c2)cc1 | -19 | 5 | 18 | -3% | 17% | 3% | -3% | 0% | -12%
CC1=C(C(=O)Nc2ccccc2)C(c2ccco2)C(C#N)=C(SCC(=O)Nc2cccc(C)c2C)N1 (stereo not drawn) | -13 | -2 | 5 | 4% | -3% | -3% | 1% | -4% | 2%
O=C(/C=C/Nc1ccc([N+](=O)[O-])cc1Br)c1cccc2ccccc12 | -11 | -9 | -2 | -4% | -15% | ? | 1% | 23µM* | -26%
Cc1ccc(CNC(=O)C(=O)c2cn(CC(=O)N3CCOCC3)c3ccccc23)cc1 | -24 | 5 | 2 | -3% | 2% | 0% | 1% | 15% | -5%
CCCOC(=O)C(C)n1cnc2scc(-c3ccc(C)cc3)c2c1=O (stereo not drawn) | -8 | -7 | ? | -12% | -3% | 20% | -8% | ? | -4%
CN(C)CCNC(=O)c1cc2sc3ccccc3c2s1 | -71* | -12 | -24 | 21µM* | 2% | 0% | 23µM* | -14% | -16%
CCNC(=O)C1(C)CCN(C(=O)C(c2ccccc2)c2ccccc2)C1 (stereo not drawn) | 8 | 7 | 25 | 25% | -2% | nt | 8% | 0% | 3%
Cc1ccc(S(=O)(=O)N2CCC(=O)N(CCOC(=O)Nc3ccc(F)cc3)CC2)cc1 | ? | -9 | ? | -5% | -1% | -15% | 1% | -1% | ?
Cc1ccc(C(C)NC(=O)CSc2ccc(S(=O)(=O)N3CCOCC3)cn2)cc1C (stereo not drawn) | -13 | -6 | 11 | -2% | 4% | 3% | -4% | -3% | 18µM*
Cc1c(-c2nc(-c3ccncc3)no2)cccc1[N+](=O)[O-] | 8 | 3 | -22 | -1% | -6% | -5% | 11% | ? | -8%
CCc1ccccc1NC(=O)CN1CCN(CC(=O)Nc2ccc3c(c2)OC2(CCCCC2)O3)CC1 | -15 | -7 | -21 | -3% | 0% | 8.2µM* | -6% | ? | -1%
Cc1cc(Cl)ccc1C(=O)C1CCCN(C(=O)c2cnsn2)C1 (stereo not drawn) | 36 | 5 | 15 | 7% | 1% | 0% | -1% | -14% | -17%
O=C1C(C23CC4CC(CC(C4)C2)C3)C(=O)N(c2ccccc2)N1c1ccccc1 | 9 | -4 | -7 | 1% | 0% | 2% | -4%[9.24 µM] | -5% | 3%
Cc1cccc2c(N)c3c(nc12)N(C)CC3 | 0 | 1 | 10 | 0% | -1% | 0% | 4% | 0% | 4%
COc1cc(C(C[N+](=O)[O-])c2c(C)[nH]c3ccccc23)ccc1O (stereo not drawn) | -27 | -1 | 0 | 1% | -2% | -1% | -11% | ? | ?
COc1ccc(-c2cc(C(=O)NCC(C)C)no2)cc1 | 1 | -14 | 21 | -24% | -15% | 10% | -12% | -9% | -2%
O=C(Cc1ccccc1)Nc1ccc(NC(=S)NC(=O)c2ccccc2)cc1 | -22 | -19 | -22 | -25% | 1% | -2% | -19% | nt | nt
CCOC(=O)c1ccoc1CN1CCN(S(=O)(=O)c2ccc(C)c(C)c2)CC1 | -2 | -7 | -21 | 4% | -3% | 4% | 9% | 9% | -29%
CCCN1CCN(C(=O)c2ccccc2-c2nc3ccccc3s2)CC1 | -6 | -16 | -22 | -11% | 7% | 7% | -4% | 12% | -25%
Cc1ccccc1C(=O)NCC(=O)Nc1ccc(C)c(S(=O)(=O)N2CCCCCC2)c1 | -4 | 6 | 12 | -2% | 0% | -3% | 2% | nt | nt
O=C(CSc1ncn[nH]1)Nc1cccc2ccccc12 | -7 | -5 | -22 | 5% | -9% | -1% | 6% | -3% | 1%
CSc1nc(S(=O)(=O)c2ccc(C)cc2)c(Cl)s1 | -16 | 5 | 10 | 0% | 6% | 4% | -9% | 8% | 5%
CN(C)/C=N/n1cnc2ccccc2c1=O | 5 | 6 | 1 | 5% | 2% | 5% | 29% | 24% | 27%
CCc1c(C)nc(N)n2c(SCC(=O)NC3CCCCC3)nnc12 | 5 | -3 | 3 | 11% | -3% | -5% | 11% | 3% | -3%
COC(=O)c1cccc(NC(=O)c2cc(OC)c(OC)c(OC)c2Br)c1 | 76 | -3 | 2 | -2% | 9% | -1% | -1% | 2% | ?
COc1ccc(CCN(C)C(=S)NC(=O)c2ccc(F)cc2Cl)cc1OC | 28 | 4 | 0 | 4% | 10% | -10% | -1% | -8% | 15µM*
CCN(CC)S(=O)(=O)c1ccc(C(=O)Nc2ncn(Cc3ccccc3)n2)cc1 | -14 | 8 | 21 | 5% | 2% | -4% | 2% | 9% | ?
CCCN1CCC(=O)N([C@H](CSc2ccc(C)cc2)CC(C)C)CC1 | -19 | -17 | 2 | 10% | 11% | 0% | -2% | 9% | ?
COc1cc2sc(NC(=O)c3ccco3)nc2cc1Cl | -8 | 2 | -1 | -6% | 8% | -9% | 0% | -2% | -2%
Cc1ccc(NS(=O)(=O)c2ccc(C(=O)OCC(=O)NCC3CCCO3)cc2)cc1 (stereo not drawn) | 8 | 12 | 5 | -6% | 9% | -18% | 8% | 5% | -3%
c1ccc(C2OCCN2c2ccccc2)cc1 (stereo not drawn) | 12 | 3 | -2 | -1% | -1% | 3% | 0% | -5% | 33%
COc1ccc(C(C(=O)NC2CCCC2)N(Cc2ccc(F)cc2)C(=O)c2ccn[nH]2)cc1OC (stereo not drawn) | 17 | 3 | -9 | -5% | 0% | -5% | 0% | 3% | 0%
Cc1nc2sc(C(c3ccco3)N3CCN(C(c4ccccc4)c4ccccc4)CC3)c(O)n2n1 (stereo not drawn) | -7 | 0 | -19 | -12% | -1% | -12% | -24% | ? | 23%
Cc1ccc(C)c(NC(=O)[C@@H]2CCCN2S(=O)(=O)c2ccccc2F)c1 | 44 | -11 | -1 | 6% | 3% | -18% | -2% | -1% | -7%
c1ccc(-c2nc3ccccc3c3nc4ccccc4n23)cc1 | 9 | 1 | 5 | 5% | 7% | -3% | 17% | 9% | -7%
CCOc1ccccc1NC(=O)c1cccc(NC2=NC3CS(=O)(=O)CC3S2)c1 (stereo not drawn) | -14 | 1 | -4 | 2% | 10% | 4% | -2% | -8% | 6%
CC(=O)c1ccc([N+](=O)[O-])c(CS(=O)(=O)c2ccccc2)c1 | 3 | -4 | 2 | 11% | 0% | -9% | 18% | 4% | 18%
COc1ccc(-c2cc(C(=O)Nc3c(Cl)cc(Cl)cc3Cl)c3ccccc3n2)cc1OC | 20 | 1 | 24 | 6% | 2% | ? | 0% | -15% | ?
Cn1ccc2c(N3CCCCCC3)cc3c(c21)C1CCC3O1 (stereo not drawn) | 10 | 2 | 0 | -4% | -3% | nt | ? | 0% | 0%
COc1ccc(CSCC(=O)Nc2ccccc2SC)cc1 | 44 | -4 | -28 | -2% | 1% | ? | -22% | ? | 18µM*
c1ccc2oc(-c3[nH]ncc3CN3CCSCC3)cc2c1 | -24 | -6 | -1 | -3% | 6% | -7% | -3% | -1% | 1%
O=C(CN1CCCc2ccccc21)Nc1cc(S(=O)(=O)N2CCCC2)ccc1Cl | -4 | 8 | -1 | -1% | -8% | -4% | 2% | -9% | -13%
CC(C)CNCC(=O)N1c2ccccc2Sc2ccccc21 | -10 | 1 | ? | 0% | 19% | -3% | -1% | -4% | -19%
CCN1C2=NCCCN2c2cc(C)c(C)cc21 | -7 | -5 | -28 | 9% | 0% | -2% | 9% | 0% | 0%

Compounds listed so far with two or more sulfur atoms (five):
SMILES | IL1B secr inh | DRD3 agonist | D3 antag | HT1080-NT tox | GLP-1R agonist | SW480 rerep | HT1080 IDH1KD tx | KB-3-1 cytotox | KB-V1 cytotox
CN(C)CCNC(=O)c1cc2sc3ccccc3c2s1 | -71* | -12 | -24 | 21µM* | 2% | 0% | 23µM* | -14% | -16%
Cc1ccc(C(C)NC(=O)CSc2ccc(S(=O)(=O)N3CCOCC3)cn2)cc1C (stereo not drawn) | -13 | -6 | 11 | -2% | 4% | 3% | -4% | -3% | 18µM*
CSc1nc(S(=O)(=O)c2ccc(C)cc2)c(Cl)s1 | -16 | 5 | 10 | 0% | 6% | 4% | -9% | 8% | 5%
CCOc1ccccc1NC(=O)c1cccc(NC2=NC3CS(=O)(=O)CC3S2)c1 (stereo not drawn) | -14 | 1 | -4 | 2% | 10% | 4% | -2% | -8% | 6%
COc1ccc(CSCC(=O)Nc2ccccc2SC)cc1 | 44 | -4 | -28 | -2% | 1% | ? | -22% | ? | 18µM*
